# Screening results deposited in PubChem BioAssay by National Center for Advancing Translational Sciences (NCATS).
# TGFb inhibitor = TGF-b pathway inhibition; 1.2% of 410,000 active; HepG2 CAGA-GFP TGF-b/SMAD3 reporter, GFP fluorescence, 18 h; TGF-beta stimulated, 500 pg/mL final; AID 588855; Potency, µM (series often up to 46.1 µM), for inactives: top-dose activity, negative = inhibition, actives largely listed as inhibitors; note: potency is the fitted concentration of half-maximal effect; % is set by controls: 0 for no effect and ±100 for the full control effect; nearly all actives have a fitted effect of over 65% in size
#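 TGF-beta reporter screen: HEPG2 CAGA-GFP, 1% FBS, 500 pg/mL TGF-beta final, 18 h; per-cell GFP summed per well; curves fitted and categorized by class.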
# Mm-Cpn inhibitor = inhibitors of Methanococcus maripaludis chaperonin (MmCpn); 0.031% of 330,000 active; AID 504842; purified Mm-Cpn ATPase, ADP Transcreener TR-FRET; Potency, µM (doses to about 76.9 µM), inactives show top-dose activity, negative = inhibition, most hits filed as inhibitors; note: potency is the fitted concentration of half-maximal effect; % is set by controls: 0 for no effect and ±100 for the full control effect; nearly all actives have a fitted effect of over 80% in size
#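 Purified archaeal Mm-CPN (25nM final) preincubated 10 min at 37degC with compound, then 10uM ATP for 30 min at 37degC; ADP measured by HTRF Transcreener TR-FRET; buffer 30 mM TRIS pH 7.4, 100mM KCl, 5mM MgCl2, 1mM DTT.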
# A549 viability = kills or reduces viability of A549 cells in Nrf2 counter-screen | A549 ARE-Fluc cells, CellTiter-Fluor viability, 18-24 h | Potency, µM (highest dose often 46 µM), inactives show at the highest dose activity change, negative = cytotoxicity, most hits filed as inhibitors | 0.16% of 390,000 active | AID 504648; note: potency is the fitted concentration of half-maximal effect; % is set by controls: 0 for no effect and ±100 for the full control effect
#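 A549 ARE-Fluc cells in 5% FBS OPTI-MEM, 5000 cells/well, rested 2 h then exposed to compounds in concentration-response for 18-24 h at 37 °C. Viability by CellTiter-Fluor fluorescence (Ex 405/Em 525) after 30 min; luciferase luminescence (BugLite, 15 min, RT) read afterwards.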
# Nrf2 block = Nrf2 pathway inhibition | A549 ARE-Fluc reporter, luciferase luminescence, 18-24 h | Potency, µM (highest dose often 46 µM), without a hit: at the top dose activity change, negative = inhibition, hits mostly inhibitors | 2.1% of 360,000 active; note: potency is the fitted concentration of half-maximal effect; % is set by controls: 0 for no effect and ±100 for the full control effect; nearly all actives have a fitted effect of over 60% in size
#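 Cells were seeded and rested 2 h, then exposed to compounds for 18-24 h. CellTiter-Fluor was read first as a viability measure. BugLite was added 15 min before the final luminescent read of ARE-luciferase activity in A549 cells.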
# Abeta rescue = restores growth of yeast expressing A-beta42 peptide | yeast expressing A-beta42, growth rescue, OD600, 48 h; response scale: 0% DMSO, 100% iron-clioquinol control | Potency, µM (doses to about 46.1 µM), for the others: at the highest dose growth rescue, hits mostly activators | 0.063% of 410,000 active | AID 1347071; note: potency is the fitted concentration of half-maximal effect; nearly all actives have a fitted effect of over 55% in size
#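 Growth rescue measured by 600 nm absorbance after 48 h yeast culture at 30 C with compound. Values normalized between DMSO and an equimolar ferric chloride plus clioquinol control.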
# CCT modulator = changes cytosolic chaperonin activity. activity change, % (concentration not given with the values), hits read low. 0.3% of 360,000 active. purified chaperonin ATPase assay, HTRF ADP detection, 30 min; in the data active = activity change below about -30%; note: % is set by controls: 0 for no effect and ±100 for the full control effect
#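 First, chaperonin was dispensed at 40 nM or 20 nM final depending on batch activity. Next, compounds were pinned at 76 uM and ATP added at 10 uM. After 30 min at 37 °C, ADP detection reagents ran 30 min at ambient temperature.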
# Nrf2 ARE act = activators of Nrf2 (ARE) signaling; AREc32 ARE-luciferase reporter (MCF7-derived line), luminescence, 24 h; Potency, µM (doses to about 46.1 µM), inactives show at the highest dose activation, usual class: activators; 0.31% of 410,000 active; note: potency is the fitted concentration of half-maximal effect; % of control where 0% means no effect; nearly all actives have a fitted effect of over 65% in size
#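 Each well held 1000 AREc32 cells, which were incubated with compound for 24 hr at 37 deg C after overnight attachment, and ARE reporter activity was quantified by firefly luciferase luminescence.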
# Akt phos inh = Akt phosphorylation inhibition. Neuro2A IGF-stimulated pAkt S473 HTRF, 20 min; stronger effect = lower value. activity change, % for hits at 50 µM. 0.32% of 360,000 active; in the data active = activity change below about -80%; inconclusive = mostly about -51% to -80%; note: % is set by controls: 0 for no effect and ±100 for the full control effect
#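 Neuro2A cells in DMEM with 0.5% FBS, overnight at 37 deg C, given compound at single 50 µM final, then IGF (6 nM final) for 20 min at 37 deg C. Lysed; phospho-Akt Ser473 by HTRF after 24 h, 665/615 ratio.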
# HepG2 viability = HepG2 cytotoxicity, counter-screen for TGF-b inhibitors | 0.76% of 410,000 active | Potency, µM (top dose mostly 46.1 µM), for the others: at the highest dose activity change, negative = cytotoxicity, hits mostly cytotoxic | HepG2 CAGA-GFP viability, ATP luminescence, 18 h | AID 588856; note: potency is the fitted concentration of half-maximal effect; some results filed as inactive show a strong effect at the top dose
#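 CellTiter-Glo luminescence gave cytotoxicity after 18 hours at 37 degrees C. The cells were HepG2 CAGA-GFP in 1% FBS DMEM, stimulated with 500 pg/mL TGF-beta after compound addition. %Activity was normalised to no-cell wells (complete cell-killing) and DMSO (no toxicity), and curves were fitted and classified.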
# Active calls of the source: *; i = inactive; ? = inconclusive; . = no result given; [ ] = dose if it differs, or a comment. Unless noted, calls come from the whole dose curve; as a rule, active = well fitted curve in the direction sought with a large enough effect; inconclusive = small, poorly fitted or top-dose-only effect, or another doubt; inactive = no such curve, though single readings can be large; an effect the other way counts as inactive or inconclusive.
no.	SMILES	Nrf2 ARE act	CCT modulator	HepG2 viability	Abeta rescue	A549 viability	Nrf2 block	TGFb inhibitor	Mm-Cpn inhibitor	Akt phos inh
1	CCCCn1nnc(NC(=O)c2ccc([N+](=O)[O-])cc2Cl)n1	-0.7%	-2.7	-3%	3%	2%	0%	4%	-1%	i
2	O=C(CSc1ccc([N+](=O)[O-])cn1)Nc1ccc2c(c1)OCCO2	2.9%	0.8	3%	-10%	0%	10%	4%	1%	i
3	O=C(OCc1ccccc1)/C(=C/c1ccc(Cl)cc1)NC(=O)c1ccccc1Cl	-0.3%	2.7	-2%	-1%	2%	.	?	-2%	i
4	CCC(=O)N1CCc2cc(Br)cc(S(=O)(=O)CCC(=O)Nc3cccc(CC)c3)c21	0.6%	.	-13%	-1%	0%	-11%[9.27 µM]	3%	.	.
5	COC(=O)c1ccc(S(=O)(=O)NCc2ccc(S(N)(=O)=O)cc2)o1	-0.3%	0.4	19%	-13%	2%	7%	37%[activator]	-4%	i
6	COc1cc(Cc2nccc3cc(OC)c(OC)cc23)c(S(=O)(=O)O)cc1OC	0.0%	-1.3	3%	7%	3%	4%	7%	0%	i
7	Cc1ccc(S(=O)(=O)N2CCN(C(=O)c3cccs3)CC2)cc1C	-0.2%	-2.1	-1%	-1%	-3%	?	-12%	3%	i
8	CCn1c(=O)c2cc(C(=O)NCCCN3CCC(C)CC3)sc2c2ccccc21	17%	.	-19%	-15%	-27%	-4%	45%[activator]	.	.
9	Clc1cccc(N2CCN(c3c4c(nc5nncn35)CCC4)CC2)c1	-0.1%	.	-44%	-8%	-2%	?	.	.	.
10	COC(=O)CCCNC(=O)c1ccc2[nH]c(C)c(C)c2c1	-0.3%	-2.4	1%	26%	0%	?	44%[activator]	0%	i
11	O=C(Nc1ccc(NC(=O)c2ccc(Cl)cc2Cl)cc1)c1ccc2c(c1)OCO2	0.0%	1.5	10%	4%	2%	10%	7%	-2%	i
12	N#C/C(=C\c1cn(CC(=O)N2CCCCC2)c2ccccc12)C(=O)NCc1ccc2c(c1)OCO2	0.6%	-0.5	29%	5%	?	?	11%	1%	i
13	Cc1cc(/C=C(/C#N)C(=O)O)c(C)n1-c1cccc2ccccc12	5.1%	-1.1	-17%	-17%	-1%	-15%	5%	1%	i
14	Oc1ccc(N=Cc2ccc(OCc3ccccc3)cc2)cc1	14µM*	-0.1	-106%	-17%	?	?	11µM*	-11%	i
15	C=CCn1c(O)c(CN2CCN(Cc3ccccc3)CC2)c(C)c(C#N)c1=O	-0.4%	-1.5	13%	-6%	-3%	5%	-6%	1%	i
16	COCCNC(=O)CCCn1c(=O)c2cc(OC)c(OC)cc2n(CC(=O)NCCC2=CCCCC2)c1=O	0.3%	-2.7	-2%	-4%	-3%	2%	1%	1%	i
17	CCC1CCC(C(=O)NNC(=O)OC)CC1 (centres undefined)	0.1%	0.7	-26%	-6%	4%	4%	-3%	0%	i
18	O=C(NCCc1c[nH]c2ccccc12)C1Cc2ccccc2CN1C(=O)c1ccco1 (centres undefined)	-0.6%	-17	-8%	17%	-6%	1%	-2%	0%	i
19	CCC(C)(C)NC(=O)CN(C(=O)CNS(=O)(=O)c1ccc(C)cc1)c1ccc2c(c1)OCCO2	1.9%	-2.2	0%	22%	-7%	.	10%	1%	i
20	COC(=O)C1(C)CCc2cc(OC)ccc2C1=O (centres undefined)	-0.5%	0.8	1%	4%	-5%	3%	3%	1%	i
21	CCc1ccc(-c2cc3c(=O)n(CC(=O)NCCCN4CCC(Cc5ccccc5)CC4)nc(C)n3n2)cc1	2.7%	-0.6	-14%	.	8%	12%	11%	-1%	i
22	Cn1c(N2CCN(S(=O)(=O)c3ccc(Cl)cc3)CC2)nc2ccccc21	-0.2%	-1.3	2%	-36%	0%	?	-1%	1%	i
23	CC(C)(C)C(=O)Nc1ccc2nc(SCC(=O)N3CCOCC3)sc2c1	0.2%	.	-3%	-10%	9%	5%	0%	.	.
24	O=C(C[C@@H]1C/C=C\C[C@H](NC(=O)OCC2c3ccccc3-c3ccccc32)C(=O)OC[C@H]2CCCN2C1=O)N[C@@H](CO)Cc1ccccc1	5.5%	-0.1	-26%	7%	-13%	-18%	?	1%	i
25	O=C(NC(=O)c1ccccc1)Nc1ccc(-c2cnco2)cc1	2.7%	1.1	1%	1%	2%	10%	-1%	?	i
26	O=C(NCCC(c1ccccc1)c1ccccc1)c1cnccn1	2.3%	1.5	-8%	-5%	?	-22%	2%	2%	i
27	O=C(Nc1ccccc1)Nc1ccccc1C(=O)NCC1CC1	3.7%	-1.7	5%	-6%	-10%	-9%	-13%	2%	i
28	CCOc1ccc(CNC(=O)C2Cc3cc(S(=O)(=O)N4CCCCCC4)ccc3N2C(C)=O)cc1 (centres undefined)	0.5%	.	-4%	-2%	-1%	14%	-4%	.	.
29	COc1ccc(CNC(=O)c2ccc3c(c2)NC(=O)C(C)S3)cc1 (centres undefined)	3.1%	0.1	-18%	13%	3%	5%	?	-4%	i
30	Cc1cc(S(=O)(=O)N2CCN(Cc3noc(CCC(=O)N4CCCCC4)n3)CC2)ccc1F	2.7%	.	-4%	-7%	0%	-8%	-3%	.	.
31	Brc1cc(Cc2nnc(-c3ccccc3)o2)c(Br)s1	8.9µM*	-2.3	3%	-9%	-4%	?	-12%	1%	i
32	O=C(c1ccccc1)c1ccc(C(=O)O)c(C(=O)O)c1	-0.1%	-7.0	-24%	4%	0%	0%	2%	.	i
33	CC[C@H](C)[C@H](NC(N)=O)C(=O)Nc1ccc(S(=O)(=O)NC(C)C)cc1	1.6%	0.1	8%	-9%	0%	2%	15%	1%	i
34	O=C(NN=C1CCCC1)c1ccccc1O	2.8%	-1.8	13%	-15%	-11%	-3%	-12%	1%	i
35	Cn1nnnc1SCC(=O)NCc1cccs1	-0.5%	1.2	0%	9%	-14%	3%	-7%	3%	i
36	CCOC(=O)c1c(NC(=O)COC(=O)CCNS(=O)(=O)c2ccccc2)sc(C(=O)NC)c1C	-1.2%	-0.6	8%	-5%	12%	20%	4%	.	i
37	CN(C(=O)COC(=O)C1CCN(S(=O)(=O)c2c(Cl)cccc2Cl)CC1)C1CCS(=O)(=O)C1 (centres undefined)	0.4%	1.5	3%	9%	7%	1%	-9%	-1%	i
38	CCN(CC)S(=O)(=O)c1ccc2c(c1)N(CC(=O)Nc1c(C)cccc1C)C(=O)C1CCCN21 (centres undefined)	1.1%	.	-20%	-12%	5%	4%	.	.	.
39	COc1cccc(CNC(=O)c2ccc(C)c(S(=O)(=O)N3CCCCC3)c2)c1	-0.1%	-1.8	0%	-5%	-9%	?	-17%	-6%	i
40	O=C(CSc1ccccc1C(=O)O)c1ccccc1	0.0%	-1.0	9%	16%	1%	?	7%	-1%	i
41	CC1CCN(CCCNC(=O)C2CCN(S(=O)(=O)N3CCC4(CC3)OCCO4)CC2)CC1	0.5%	-1.2	5%	8%	4%	16%	-13%	1%	i
42	CC(/C=C/C=C/c1ccccc1)=N/NC(=O)c1ccc2c(c1)OCCO2	4.7%	0.1	11µM*	-22%	2%	7%	0%	-3%	i
43	CNCCOc1ccccc1OC(C)C	-0.7%	2.7	-2%	4%	2%	?	14%	-1%	i
44	O=C(NC(C(=O)c1ccccc1)N1CCCCCC1)c1ccco1 (centres undefined)	0.0%	0.0	19%	7%	2%	0%	-2%	1%	i
45	CCCC1CCc2c(c3ccccc3[nH]c2=O)O1 (centres undefined)	2.2%	-1.4	16%	1%	3%	?	16%	0%	i
46	CCOC(=O)c1cccc(NC(=O)/C(=C\c2ccccc2)NC(=O)c2ccccc2Cl)c1	-0.1%	0.8	-6%	19%	-3%	?	-3%	-3%	i
47	CCn1cc(C(=O)NCc2ccco2)c(=O)c2cc(S(=O)(=O)N3CC(C)CC(C)C3)ccc21 (centres undefined)	-1.0%	-1.4	-58%	6%	-13%	?	?	-1%	i
48	C[C@H]1CN(c2ccccc2)C(=O)[C@@H]1CC(=O)Nc1ccc(Br)cc1	0.1%	1.1	-13%	-4%	.	.	4%	.	i
49	COc1cccc(Cn2nc3c4cc(F)ccc4n(Cc4ccc(F)cc4)cc-3c2=O)c1	-0.3%	0.3	0%	-14%	-7%	-2%	7%	3%	i
50	CCN(C(=O)COC(=O)/C=C/c1ccccc1[N+](=O)[O-])C1CCS(=O)(=O)C1 (centres undefined)	2.2%	-1.4	-3%	-4%	-8%	-6%	3%	1%	i
51	O=C(CCNS(=O)(=O)c1ccc2c(c1)CCC(=O)N2)Nc1ccc(F)c(F)c1	-0.3%	2.3	-2%	0%	1%	7%	6%	2%	i
52	CC1(C(=O)Nc2cnc3ccccc3c2)CCN1C(=O)c1ccccc1CCc1ccccc1 (centres undefined)	5.6%	0.9	-36%	-16%	.	.	?	.	i
